From PubChem BioAssay
Candida biofilm = kills Candida albicans biofilms. C. albicans biofilm + clotrimazole, Alamar Blue. inhibition, % at 6 µM. hit rate 0.14% among 85,000. AID 834;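 active means inhibition above 20%; inactive means inhibition below 20%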;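 further: preformed 24 hr biofilms exposed to compound for 48 hr; 0% = biofilm without compound and 100% = blank killed by clotrimazole plus chlorhexidine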
HUVEC tox IL1B = toxic to HUVEC cells under IL-1B stimulation; HUVEC cell count loss, Hoechst imaging, IL-1B stimulated; cell count reduction, % at 2 µM; hit rate 0.41% among 94,000; AID 845;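 active means cell count reduction more than 3 SD above the screen-wide mean, cut at about 70% in these data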;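 further: normalized per plate to untreated control cells as the no-loss baseline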
DAT uptake mod = modulates human dopamine transporter uptake under cocaine; Q01959; LLC-PK1 hDAT cells, [14C]-dopamine uptake with cocaine IC80; actives deviate in either direction; B-score at 10 µM; hit rate 1.3% among 110,000; AID 449768;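 active means Z score or B-score, a plate-position-corrected score, falls beyond the plate's 99.7% confidence bounds, in either direction; inactive means both scores lie inside the 99.7% bounds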;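 further: scored against the spread of the other compound wells on the same plate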
F-actin modifier = cytoskeleton assembly modification; HUVEC TNFa F-actin phalloidin imaging, high content; hit rate 0.18% among 91,000; inhibition, % at 2 µM;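 active means inhibition above the batch mean plus 3 SD and confirmed as a hit by visual image inspection, cut at about 30% in these data, passing the limit was not always enough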; further: strong numbers were not always called active
MT1-MMP txn act = activates MT1-MMP transcription | HT1080 MT1-MMP promoter luciferase reporter, luminescence, overnight; active compounds read high | activation factor at 10 µM | hit rate 0.16% among 86,000 | AID 750;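 active means activation factor of at least 2 for MT1-MMP transcription at 10 µM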
HUVEC tox TNFa = toxic to HUVEC cells under TNF alpha stimulation; HUVEC TNFalpha-stimulated, Hoechst cell count, imaging; cell count reduction, % at 2 µM; hit rate 0.17% among 93,000; AID 848;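 active means cell count reduction exceeding the screen mean by over 5 SD, scaled to untreated wells per plate, cut at about 78% in these data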;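 further: cells counted after 24 h of TNF alpha exposure following the 1 h pretreatment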
VCAM1 TNFa inh = reduces TNF alpha induced VCAM1 expression in HUVEC; HUVEC TNFa-induced VCAM-1 immunofluorescence, high-content imaging; inhibition, % at 2 µM; hit rate 0.48% among 95,000;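 active means inhibition above the batch mean plus 3 SD, with images confirmed as a hit by eye, cut at about 37% in these data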;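 further: 0% = TNF-stimulated DMSO wells and 100% = unstimulated control wells; not every result past the cut was called active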
LYP inh 2 = blocks human PTPN22 phosphatase activity; Q9Y2R2; recombinant LYP catalytic domain, DiFMUP fluorescence; inhibition, % at 2 µM; hit rate 0.21% among 96,000;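 active means inhibition at 2 µM at or above a set limit, the screen mean plus 3 SD, cut at about 24% in these data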;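 further: 0% = DMSO with enzyme and 100% = enzyme fully blocked by orthovanadate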
Target sequence (Q9Y2R2 whole entry, looked up, the tested form may be a part): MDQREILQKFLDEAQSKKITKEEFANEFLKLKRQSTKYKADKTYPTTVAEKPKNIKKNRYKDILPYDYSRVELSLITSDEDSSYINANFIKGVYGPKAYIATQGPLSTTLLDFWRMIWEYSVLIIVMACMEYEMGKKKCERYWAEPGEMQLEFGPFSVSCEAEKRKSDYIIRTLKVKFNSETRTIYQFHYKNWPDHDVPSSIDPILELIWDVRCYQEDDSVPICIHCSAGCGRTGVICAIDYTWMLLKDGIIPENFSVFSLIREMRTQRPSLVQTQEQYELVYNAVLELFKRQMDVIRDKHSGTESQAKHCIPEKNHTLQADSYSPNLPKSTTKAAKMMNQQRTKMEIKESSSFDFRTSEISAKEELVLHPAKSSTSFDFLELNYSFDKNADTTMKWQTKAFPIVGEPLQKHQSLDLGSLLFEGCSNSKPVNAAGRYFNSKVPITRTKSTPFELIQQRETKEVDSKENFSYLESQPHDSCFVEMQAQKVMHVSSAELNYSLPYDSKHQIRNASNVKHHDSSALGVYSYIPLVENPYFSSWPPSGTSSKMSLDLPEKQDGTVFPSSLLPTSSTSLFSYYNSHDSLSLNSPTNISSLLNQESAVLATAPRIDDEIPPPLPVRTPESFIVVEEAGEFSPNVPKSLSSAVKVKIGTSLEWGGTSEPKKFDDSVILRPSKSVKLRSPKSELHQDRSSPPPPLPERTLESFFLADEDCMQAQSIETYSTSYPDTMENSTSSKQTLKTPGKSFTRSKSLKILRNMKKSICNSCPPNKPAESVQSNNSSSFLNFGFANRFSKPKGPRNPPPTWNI
Smad3 FoxH1 inh = blocks human Smad3 binding to FoxH1 peptide; inhibition, % at 25 µM; hit rate 0.29% among 88,000; P84022; TR-FRET Smad3/Dy647-FoxH1 peptide binding, europium anti-His;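 active means compounds that reduce the energy-transfer binding signal between the protein and its labelled peptide by more than half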;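 further: 0% = Smad3 plus labelled peptide maximal FRET and 100% = peptide-only background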
Numbers without * were called inactive; [ ] = remark or other dose. Only part of the results is shown; rates above refer to the full screens.

How did CCN1C(=O)/C(=C/c2ccc(C)s2)NC1=S do in these assays?
Candida biofilm: 1.9; HUVEC tox IL1B: 0.7; DAT uptake mod: -0.762; F-actin modifier: -11.1; HUVEC tox TNFa: -14.6; VCAM1 TNFa inh: -4.0; LYP inh 2: -2.5; Smad3 FoxH1 inh: 5.7

What do the screens show for `COc1ccc(N2CCN(C(c3ccccc3OC)c3nnnn3Cc3ccco3)CC2)cc1` (stereo unspecified)?
Candida biofilm: -3.6; HUVEC tox IL1B: -30.5; DAT uptake mod: 0.942; F-actin modifier: 13.6; MT1-MMP txn act: 1.1; HUVEC tox TNFa: -41.5; VCAM1 TNFa inh: 11.9; LYP inh 2: -2.1; Smad3 FoxH1 inh: 2.8

Results for Cc1ccc2c(CC(=O)O)coc2c1 ?
Candida biofilm: -6.6; HUVEC tox IL1B: -0.9; DAT uptake mod: 0.716; F-actin modifier: -18.7; MT1-MMP txn act: 1.1; HUVEC tox TNFa: 20.5; VCAM1 TNFa inh: 3.1; LYP inh 2: 1.0; Smad3 FoxH1 inh: 10.6

How did COCCN(C(=O)Cc1cccs1)C(C(=O)NCc1ccc(OC)cc1)c1ccccc1 (stereo unspecified) do in these assays?
HUVEC tox IL1B: -6.1; DAT uptake mod: 1.35; F-actin modifier: 5.8; HUVEC tox TNFa: 2.0; VCAM1 TNFa inh: 7.2; LYP inh 2: 0.4

Results for O=C(NCc1ccc2c(c1)OCO2)C1CCN(c2ccc(S(=O)(=O)N3CCCC3)cc2)CC1 ?
HUVEC tox IL1B: -10.6; DAT uptake mod: -0.238; F-actin modifier: -6.1; MT1-MMP txn act: 1.1; HUVEC tox TNFa: 11.7; VCAM1 TNFa inh: 4.4; LYP inh 2: -7.8

What do the screens show for `CCN(c1ccccc1)S(=O)(=O)c1cc(OC)ccc1OC`?
Candida biofilm: 2.6; HUVEC tox IL1B: -4.8; DAT uptake mod: 1.22; F-actin modifier: -2.0; MT1-MMP txn act: 1.2; HUVEC tox TNFa: -43.5; VCAM1 TNFa inh: -9.0; LYP inh 2: -10.5; Smad3 FoxH1 inh: 13.0

How did Cc1c(NC(=O)C(C)N2C(=O)C3C4C=CC(C4)C3C2=O)c(=O)n(-c2ccccc2)n1C (stereo unspecified) do in these assays?
Candida biofilm: 5.1; DAT uptake mod: 0.489; MT1-MMP txn act: 1.1; Smad3 FoxH1 inh: 7.7

Results for O=C1CCCc2c1[nH]c1ccc(CN3CCCCC3)cc21 ?
Candida biofilm: 2.3; HUVEC tox IL1B: 1.1; DAT uptake mod: -1.42; F-actin modifier: -8.8; MT1-MMP txn act: 1.2; HUVEC tox TNFa: 7.0; VCAM1 TNFa inh: 16.0; LYP inh 2: -4.3; Smad3 FoxH1 inh: 1.3

How did N#Cc1ccccc1/C=N/Nc1nc(-c2ccccc2)c2cc(Cl)ccc2n1 do in these assays?
HUVEC tox IL1B: -87.4; DAT uptake mod: -0.0879; F-actin modifier: 11.6; HUVEC tox TNFa: -4.6; VCAM1 TNFa inh: 5.4; LYP inh 2: 20.0

Results for CC1CN(C2CCN(C(=O)COc3ccccc3)CC2)CC(C)O1 (stereo unspecified) ?
Candida biofilm: 1.0; HUVEC tox IL1B: -20.3; DAT uptake mod: 0.0684; F-actin modifier: -17.8; MT1-MMP txn act: 1.2; HUVEC tox TNFa: 1.2; VCAM1 TNFa inh: 0.8; LYP inh 2: -7.1; Smad3 FoxH1 inh: -0.2

Results for COCCn1nnnc1C(C(C)C)N(Cc1cccnc1)Cc1cc2cc(OC)ccc2[nH]c1=O (stereo unspecified) ?
Candida biofilm: 0.0; HUVEC tox IL1B: -17.7; DAT uptake mod: 0.00532; F-actin modifier: 7.0; MT1-MMP txn act: 1.1; HUVEC tox TNFa: 4.9; VCAM1 TNFa inh: -3.1; LYP inh 2: -8.1; Smad3 FoxH1 inh: -3.5

Results for Cc1cc(C(=O)NCCN2CCCCC2C)n(-c2ccccc2)n1 (stereo unspecified) ?
Candida biofilm: -8.9; HUVEC tox IL1B: -3.6; DAT uptake mod: -0.947; F-actin modifier: 1.0; MT1-MMP txn act: 1.1; HUVEC tox TNFa: -3.1; VCAM1 TNFa inh: -3.5; LYP inh 2: -1.7; Smad3 FoxH1 inh: 1.2

Results for Nc1ccc(-n2nnnc2-c2ccco2)cc1 ?
Candida biofilm: 5.2; HUVEC tox IL1B: 4.7; F-actin modifier: -9.3; MT1-MMP txn act: 1.2; HUVEC tox TNFa: -31.4; VCAM1 TNFa inh: 3.6; LYP inh 2: -2.8; Smad3 FoxH1 inh: 5.7

How did Cc1ccc(C(=O)CCNc2ccc(Br)cc2)o1 do in these assays?
Candida biofilm: -3.3; HUVEC tox IL1B: -29.0; DAT uptake mod: 0.627; F-actin modifier: 4.4; MT1-MMP txn act: 1.1; HUVEC tox TNFa: -11.6; VCAM1 TNFa inh: 3.2; LYP inh 2: -7.3; Smad3 FoxH1 inh: 5.1

What do the screens show for `COc1ccc(N2C(=O)CC(N3CCOCC3)C2=O)cc1` (stereo unspecified)?
Candida biofilm: 3.1; DAT uptake mod: -0.459; MT1-MMP txn act: 1; Smad3 FoxH1 inh: 3.4

Results for C=C(C)CSc1nnc(-c2ccc(C)cc2)n1N ?
Candida biofilm: 2.5; HUVEC tox IL1B: 3.8; DAT uptake mod: -0.0517; F-actin modifier: 22.2; MT1-MMP txn act: 1.6; HUVEC tox TNFa: -25.5; VCAM1 TNFa inh: 11.7; LYP inh 2: 1.5; Smad3 FoxH1 inh: 8.4

Results for Cc1cc(F)ccc1S(=O)(=O)Nc1ccccc1C(=O)Nc1ncn[nH]1 ?
Candida biofilm: 6.8; DAT uptake mod: -0.51; MT1-MMP txn act: 1.1; Smad3 FoxH1 inh: 8.0

Results for c1ccc(C(c2nnnn2Cc2cccs2)N2CCN(C3CCCC3)CC2)cc1 (stereo unspecified) ?
Candida biofilm: 5.4; HUVEC tox IL1B: -15.0; DAT uptake mod: -0.134; F-actin modifier: -10.0; MT1-MMP txn act: 1.2; HUVEC tox TNFa: -21.6; VCAM1 TNFa inh: 1.6; LYP inh 2: -7.0; Smad3 FoxH1 inh: -0.1

What do the screens show for `O=C(NCc1ccco1)NC12CC3CC(CC(C3)C1)C2`?
Candida biofilm: 9.7; HUVEC tox IL1B: 8.9; DAT uptake mod: -0.881; F-actin modifier: 9.4; HUVEC tox TNFa: -8.2; VCAM1 TNFa inh: 6.1; LYP inh 2: 0.0; Smad3 FoxH1 inh: -11.9

What do the screens show for `CN1CC(=O)N/C1=N\C(=O)Nc1ccc2c(c1)N(C)C(=O)CS2`?
Candida biofilm: 0.4; HUVEC tox IL1B: -13.0; DAT uptake mod: 0.038; F-actin modifier: 4.3; VCAM1 TNFa inh: 8.1; LYP inh 2: -2.1; Smad3 FoxH1 inh: 7.7

Results for COC(=O)c1ccccc1S(=O)(=O)N1Cc2cc([N+](=O)[O-])ccc2Oc2ccccc21 ?
Candida biofilm: -1.9; HUVEC tox IL1B: 1.5; DAT uptake mod: 1.29; F-actin modifier: 7.4; HUVEC tox TNFa: 7.3; VCAM1 TNFa inh: -8.5; LYP inh 2: 4.8; Smad3 FoxH1 inh: 12.3

How did O=C(NCc1ccccc1)c1c[nH]c2cc3c(cc2c1=O)OCCO3 do in these assays?
Candida biofilm: 3.5; HUVEC tox IL1B: -4.7; DAT uptake mod: 0.404; F-actin modifier: 2.3; MT1-MMP txn act: 2.2*; HUVEC tox TNFa: -17.8; VCAM1 TNFa inh: 2.2; LYP inh 2: 5.8; Smad3 FoxH1 inh: 4.0

What do the screens show for `COn1c2c(c3c4nonc4ccc31)CCCC2`?
Candida biofilm: 2.1; HUVEC tox IL1B: -7.6; DAT uptake mod: -0.0509; F-actin modifier: 0.8; MT1-MMP txn act: 1; HUVEC tox TNFa: -11.9; VCAM1 TNFa inh: 1.5; LYP inh 2: 1.5; Smad3 FoxH1 inh: 2.8[fluorescence artefact?]

How did CC1CCCCN1C(=O)CSc1nnc(CSc2ncccn2)n1C (stereo unspecified) do in these assays?
Candida biofilm: 4.0; HUVEC tox IL1B: -26.6; DAT uptake mod: -1.11; F-actin modifier: 15.7; MT1-MMP txn act: 1.2; HUVEC tox TNFa: -19.8; VCAM1 TNFa inh: -0.9; LYP inh 2: 1.8; Smad3 FoxH1 inh: 73.1*

What do the screens show for `O=C(/C=C/c1ccc2c(c1)OCO2)NCCSCc1ccc(Cl)cc1`?
HUVEC tox IL1B: -21.1; DAT uptake mod: -0.155; F-actin modifier: 6.2; HUVEC tox TNFa: -25.6; VCAM1 TNFa inh: 4.9; LYP inh 2: 2.6

How did Cc1ccc(C(=O)Oc2ccc(-c3nccc(-c4ccccn4)n3)cc2)cc1 do in these assays?
HUVEC tox IL1B: -10.8; DAT uptake mod: -0.263; F-actin modifier: -13.8; HUVEC tox TNFa: 0.3; VCAM1 TNFa inh: 3.2; LYP inh 2: -6.0

How did O=C(CC12CC3CC(CC(C3)C1)C2)N1CCOCC1 do in these assays?
HUVEC tox IL1B: -6.4; DAT uptake mod: 0.00138; F-actin modifier: -7.1; MT1-MMP txn act: 1.1; HUVEC tox TNFa: 13.2; VCAM1 TNFa inh: -2.4; LYP inh 2: -9.2

What do the screens show for `CC(=O)Nc1ccc(C(=O)N2CCCC2)cc1`?
Candida biofilm: 5.9; HUVEC tox IL1B: -15.7; DAT uptake mod: -0.247; F-actin modifier: -6.9; MT1-MMP txn act: 1.3; HUVEC tox TNFa: -23.1; VCAM1 TNFa inh: 16.6; LYP inh 2: 0.8; Smad3 FoxH1 inh: -1.5

Results for O=C1c2ccccc2C(=O)N1CCCc1nc2ccccc2c(=O)n1CCCn1ccnc1 ?
Candida biofilm: 5.7; HUVEC tox IL1B: -9.1; DAT uptake mod: -0.00488; F-actin modifier: 7.1; MT1-MMP txn act: 1.2; HUVEC tox TNFa: -30.8; VCAM1 TNFa inh: 2.8; LYP inh 2: 7.0; Smad3 FoxH1 inh: 16.4

Results for CCn1c(CC(=O)Nc2ccc(C)c(Cl)c2)nnc1SCc1ccc(Cl)c(Cl)c1 ?
HUVEC tox IL1B: 54.8; DAT uptake mod: 0.387; F-actin modifier: 9.1; HUVEC tox TNFa: -5.5; VCAM1 TNFa inh: 1.3; LYP inh 2: 4.5

Results for O=C(CN1CCOCCOCCN(CC(=O)Nc2ccccc2)CCOCC1)Nc1ccccc1 ?
Candida biofilm: 7.8; HUVEC tox IL1B: 42.6; DAT uptake mod: 0.138; F-actin modifier: 16.6; MT1-MMP txn act: 1.1; HUVEC tox TNFa: 3.3; VCAM1 TNFa inh: 0.1; LYP inh 2: 2.0; Smad3 FoxH1 inh: 10.4

As a short view, three of the compounds above:
Results for COC(=O)c1ccccc1S(=O)(=O)N1Cc2cc([N+](=O)[O-])ccc2Oc2ccccc21 ?
Candida biofilm: -1.9; HUVEC tox IL1B: 1.5; DAT uptake mod: 1.29; F-actin modifier: 7.4; HUVEC tox TNFa: 7.3; VCAM1 TNFa inh: -8.5; LYP inh 2: 4.8; Smad3 FoxH1 inh: 12.3

How did O=C(NCc1ccccc1)c1c[nH]c2cc3c(cc2c1=O)OCCO3 do in these assays?
Candida biofilm: 3.5; HUVEC tox IL1B: -4.7; DAT uptake mod: 0.404; F-actin modifier: 2.3; MT1-MMP txn act: 2.2*; HUVEC tox TNFa: -17.8; VCAM1 TNFa inh: 2.2; LYP inh 2: 5.8; Smad3 FoxH1 inh: 4.0

What do the screens show for `COn1c2c(c3c4nonc4ccc31)CCCC2`?
Candida biofilm: 2.1; HUVEC tox IL1B: -7.6; DAT uptake mod: -0.0509; F-actin modifier: 0.8; MT1-MMP txn act: 1; HUVEC tox TNFa: -11.9; VCAM1 TNFa inh: 1.5; LYP inh 2: 1.5; Smad3 FoxH1 inh: 2.8[fluorescence artefact?]
